# APJ antag = antagonists of human apelin receptor APJ, primary screen, CHO-K1 cells, beta-arrestin complementation, luminescence. P35414. hit rate 0.32% among 330,000. inhibition, % at 20 µM;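 active = inhibition above about 40% at 20 µM, limit read from the data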;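 also: cells challenged with 10 nM apelin-13 agonist together with compound; plate controls were apelin-13 plus DMSO wells for no effect and DMSO wells lacking apelin-13 for full effect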
# Gli-Sufu block = Gli-Sufu pathway antagonists, primary screen, luciferase luminescence, Sufu-KO-LIGHT cells, uHTS. Sufu-KO-LIGHT fibroblasts, Gli luciferase reporter luminescence. inhibition, % at 5 µM. hit rate 0.74% among 340,000. AID 588413, 2011;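 active = inhibition above about 55%, limit read from the data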;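 also: 0% = DMSO-treated cells and 100% = wells with medium but no cells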
# ATG4B inh = ATG4B protease inhibitors, primary screen, biochemical, fluorescence, uHTS; Cysteine protease ATG4B (Homo sapiens), Q9Y4P1; ATG4B cleavage of LC3-PLA2, NBD-HPC fluorescence, 1 h; inhibition, % at 8.33 µM; hit rate 0.51% among 340,000; AID 504462, 2011; in the data active = inhibition above about 40%
# APJ ag = agonists of human apelin receptor APJ, primary screen, CHO-K1 cells, PathHunter beta-arrestin, luminescence | activation, % at 20 µM | P35414 | 0% DMSO wells, 100% apelin | hit rate 0.11% among 330,000;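 active = activation more than six SD over the plate average, tested at 20 µM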;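 also: 0% = DMSO alone and 100% = apelin-13 at 10 nM; some results filed as inactive read as strong as hits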
#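 assay system = CHO-K1 APJ beta-arrestin complementation cell line | input = cell density 1000 per well | dosing = compound 20 µM once, DMSO 1% | timing = compound 90 min 25 °C, reagent 1 h | measured by = luminescence from split beta-galactosidase complementation, Galacton Star/Emerald II substrate | read-out basis = APJ agonist activity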
# UBC13 inh = UBC13 polyubiquitin chain formation inhibitors, primary screen, biochemical, TR-FRET, uHTS. hit rate 0.47% among 330,000. inhibition, % at 20 µM. Ubiquitin-conjugating enzyme E2 N (Homo sapiens), P61088; in the data active = inhibition above about 45%, passing the limit was not always enough
# Target sequence (P61088 whole entry, looked up): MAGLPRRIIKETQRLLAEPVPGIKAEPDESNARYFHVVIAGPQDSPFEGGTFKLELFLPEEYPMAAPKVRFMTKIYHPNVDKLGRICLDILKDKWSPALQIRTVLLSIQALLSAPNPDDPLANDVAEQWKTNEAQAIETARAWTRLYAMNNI
# CXCR6 block = CXCR6 receptor inhibitors, primary screen, cell-based, beta-arrestin, luminescence, CHO-K1 PathHunter, 1536-well; C-X-C chemokine receptor type 6 (Homo sapiens), O00574; AID 602244, 2012; hit rate 0.36% among 360,000; inhibition, % at 20 µM; in the data active = inhibition above about 34%, passing the limit was not always enough;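 also: antagonist mode with CXCL16 agonist at 10 nM final; 0% = 10 nM CXCL16 with DMSO and 100% = unstimulated wells without agonist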
# Target sequence (O00574 whole entry, looked up): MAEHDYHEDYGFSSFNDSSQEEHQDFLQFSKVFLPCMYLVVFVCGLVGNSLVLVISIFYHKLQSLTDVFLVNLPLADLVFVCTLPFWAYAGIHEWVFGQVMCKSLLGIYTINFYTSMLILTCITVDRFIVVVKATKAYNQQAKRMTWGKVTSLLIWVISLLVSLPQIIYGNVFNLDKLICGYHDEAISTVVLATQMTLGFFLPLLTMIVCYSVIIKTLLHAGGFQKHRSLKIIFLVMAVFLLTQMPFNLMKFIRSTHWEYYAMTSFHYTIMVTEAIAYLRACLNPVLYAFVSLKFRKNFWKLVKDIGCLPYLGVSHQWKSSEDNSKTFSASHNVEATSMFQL
# CCR6 antagonist = CCR6 receptor antagonists, primary screen, cell-based, CHO-K1, luminescence, beta-arrestin, uHTS. C-C chemokine receptor type 6 (Homo sapiens), P51684. CHO-K1 CCR6 PathHunter beta-arrestin, CCL20-stimulated. inhibition, % at 20 µM. hit rate 0.49% among 340,000. AID 493098, 2011;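 active = compounds whose inhibition of the agonist-driven luminescence signal at 20 µM reaches about 50%, limit read from the data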;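 also: cells stimulated with CCL20 at 14 nM final; plate controls were DMSO with CCL20 for no effect and DMSO without agonist for full effect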
# EBI2 antag = EBI2 receptor antagonists, beta-arrestin recruitment, primary screen, cell-based, luminescence, 7a,25-OHC stimulation, uHTS; G-protein coupled receptor 183 (Homo sapiens), P32249; 7a,25-OHC stimulated; inhibition, % at 5 µM; hit rate 0.81% among 360,000; AID 651636, 2012; in the data active = inhibition above about 38%;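 also: enzyme fragment complementation signal reports receptor beta-arrestin coupling in cells; 0% = agonist plus DMSO wells and 100% = wells without agonist; some results beyond the cut were filed as inactive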
# Target sequence (P32249 whole entry, looked up, the tested form may be a part): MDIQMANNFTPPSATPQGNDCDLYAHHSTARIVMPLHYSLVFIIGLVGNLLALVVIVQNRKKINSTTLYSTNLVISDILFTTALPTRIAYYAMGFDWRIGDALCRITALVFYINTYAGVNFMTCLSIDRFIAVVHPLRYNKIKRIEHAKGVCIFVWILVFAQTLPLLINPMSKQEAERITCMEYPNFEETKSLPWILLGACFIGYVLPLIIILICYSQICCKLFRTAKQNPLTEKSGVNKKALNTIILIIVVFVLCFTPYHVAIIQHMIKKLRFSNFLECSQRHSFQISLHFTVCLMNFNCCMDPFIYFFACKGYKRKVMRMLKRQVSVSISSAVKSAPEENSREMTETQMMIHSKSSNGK
# * = called active by the depositor; / = not tested or not shown. Compounds as they come; any-hit rate near 3%.
# Value order: APJ antag | Gli-Sufu block | ATG4B inh | APJ ag | UBC13 inh | CXCR6 block | CCR6 antagonist | EBI2 antag
CC(=O)Nc1ccc(S(=O)(=O)Nc2ccc(S(=O)(=O)N3CCCCCC3)cc2)cc1
 : 5.6 | 3.5 | -3.8 | -3.2 | 7.8 | -1.0 | 4.6 | 3.1
COC(=O)c1ccccc1NC(=O)COC(=O)c1ccccc1N=Nc1ccc(N(C)C)cc1
 : 19.9 | -7.0 | 3.8 | -3.6 | -164.2 | 26.1 | 38.1 | 27.0
CC(C)CNC(=O)COC(=O)CCC(=O)c1ccc(F)cc1
 : -5.0 | 3.9 | -8.6 | -3.3 | 6.9 | -0.7 | 15.3 | -11.2
Cc1ccc(S(=O)(=O)N2CCC(C(=O)NNS(=O)(=O)c3ccc(Cl)cc3)CC2)cc1
 : -17.8 | 4.2 | -4.9 | 4.6 | 0.1 | 3.4 | 23.4 | -3.6
O=c1cc(CS(=O)(=O)c2ccccc2)nc(-c2ccncc2)[nH]1
 : -29.1 | 2.0 | -4.9 | -2.1 | -1.0 | -6.2 | -21.1 | -1.0
CSCCNCc1cn(-c2ccc(F)cc2F)nc1-c1ccccc1C
 : 13.8 | 4.0 | -2.0 | -3.9 | 5.4 | 7.7 | 20.5 | 4.0
CCCOc1ccccc1/C=C1/C(=O)ON=C1C
 : -6.0 | 9.7 | -2.0 | 0.4 | -1.5 | -15.1 | -20.8 | -2.8
COc1ccc(-n2c3c(cc(C(=O)NCc4ccco4)c2=O)C(=O)CC(C)(C)C3)cc1
 : -15.1 | 10.5 | -3.5 | -2.3 | -6.5 | 0.2 | 5.7 | -7.8
COC(=O)[C@@H]1C[C@H]1[C@@H](NS(=O)(=O)c1ccccc1)c1ccccc1
 : 9.3 | 0.2 | -3.2 | 3.7 | 6.9 | 3.7 | -5.5 | -7.5
COc1ccccc1/C=N/NC(=O)C(C)Cn1cnc2ccccc21 (stereo unspecified)
 : 3.2 | -4.6 | -4.0 | -1.7 | 2.0 | -4.8 | 9.8 | 0.4
Cc1ccc(C(C(=O)NC2CCCCC2)N(Cc2ccco2)C(=O)Cc2c[nH]c3ccccc23)o1 (stereo unspecified)
 : 15.7 | 20.6 | 2.7 | -4.5 | -4.9 | -3.2 | 6.7 | 29.2
CCOC(=O)CN(C(=O)CN1CCC(n2nnc3cc(C)ccc32)CC1)c1ccccc1
 : 15.5 | 0.0 | -9.4 | -1.9 | -11.6 | 4.2 | 14.9 | 8.3
COc1ccc(-c2csc(/C=C/c3ccc4c(c3)OCO4)n2)cc1OC
 : 6.0 | -7.4 | 2.5 | -0.9 | 1.8 | -2.2 | -0.9 | -4.0
CC(C)(C)c1csc(NC2=NS(=O)(=O)c3ccccc32)n1
 : 10.2 | 9.1 | 1.7 | 4.2 | -0.9 | 8.8 | -8.6 | -5.9
CN(C(=O)/C=C/c1ccco1)c1ccccc1C(=O)O
 : -13.4 | 2.3 | -3.4 | -2.7 | -5.8 | -7.9 | 2.3 | -5.6
CCOc1ccc(OCC)c(NC(=O)Nc2ccc3c(c2)N(C)C(=O)CS3)c1
 : 5.2 | 7.2 | -12.5 | 1.0 | -11.3 | -6.0 | 0.7 | 21.4
COc1cccc(CNC(=O)c2c(C)nn(-c3ccccc3)c2C)c1
 : -4.9 | 22.9 | 3.3 | -3.7 | -3.9 | 4.5 | 16.2 | -8.9
CN(C)CCNC(=O)c1cccc(S(=O)(=O)Nc2ccc(F)cc2)c1
 : -34.0 | 4.2 | 5.7 | -3.7 | 3.0 | -10.9 | 6.5 | -7.1
CCc1nn(CC(=O)NCCCN2CCN(C)CC2)c(=O)c2cc3sc(C)cc3n12
 : -10.5 | -3.6 | 5.0 | -0.5 | -4.9 | -2.7 | 5.9 | 0.5
CCc1ccc(NC(=O)NNC(=O)CCc2ccccc2)cc1
 : -6.0 | -12.9 | -3.8 | 0.4 | -1.0 | -9.8 | 12.1 | -5.3
O=C(NC(=S)NCC1CCCO1)c1ccc(Br)o1 (stereo unspecified)
 : 3.5 | -48.7 | 3.8 | -3.2 | 4.0 | -8.7 | 3.1 | -12.3
CC(C)(C)c1ccc(N2C(=O)CC(C/C=C/c3ccccc3)C2=O)cc1 (stereo unspecified)
 : 1.7 | -0.3 | -17.7 | 1.9 | -5.3 | 2.9 | -0.7 | -5.1
COc1ccc(CNC(=O)C(CC(C)C)NC(=O)c2ccccc2C)cc1 (stereo unspecified)
 : -10.9 | -5.6 | 6.3 | 0.4 | -8.6 | -8.6 | 13.8 | 1.5
CCOC(=O)c1nn(-c2sc(C(=O)OC)c(C)c2C(=O)OC)cc1O
 : -3.5 | 0.1 | -2.9 | -2.4 | -5.3 | 2.3 | 6.5 | 4.2
CCOC(=O)C1CCN(C(=O)CNC(=O)c2nn(-c3ccc(OC)cc3)c(=O)c3ccccc23)CC1
 : 5.6 | -14.8 | -5.1 | -1.4 | 0.0 | -8.1 | 10.9 | -10.1
OC1(c2ccc3c(c2)OCO3)CCN(Cc2ccccn2)CC1
 : 2.1 | -28.7 | 9.4 | -1.4 | 1.0 | -10.2 | -30.3 | -2.4
CS(=O)(=O)N(Cc1ccc(Cl)cc1)c1ccc(C(=O)N2CCN(c3ccccc3)CC2)cc1
 : -4.1 | 16.9 | 8.6 | -4.0 | -10.3 | -15.3 | -5.6 | 18.3
CC1CCN(C(=O)CN2c3cccc4cccc(c34)S2(=O)=O)CC1
 : -15.0 | 4.3 | -1.3 | -2.6 | 9.4 | 2.2 | 3.6 | 4.1
CCc1ccccc1C1C(=O)c2ccccc2C1=O
 : 13.7 | 44.8 | 5.2 | -2.0 | -3.6 | 9.8 | -9.3 | -7.4
CN(C)S(=O)(=O)c1cccc(NC(=S)NCCc2ccccn2)c1
 : -15.0 | 2.1 | -3.5 | -2.2 | 7.7 | -1.2 | 5.3 | 10.4

# Nothing new here: five of the compounds above.
# Value order: APJ antag | Gli-Sufu block | ATG4B inh | APJ ag | UBC13 inh | CXCR6 block | CCR6 antagonist | EBI2 antag
CC(=O)Nc1ccc(S(=O)(=O)Nc2ccc(S(=O)(=O)N3CCCCCC3)cc2)cc1
 : 5.6 | 3.5 | -3.8 | -3.2 | 7.8 | -1.0 | 4.6 | 3.1
COC(=O)c1ccccc1NC(=O)COC(=O)c1ccccc1N=Nc1ccc(N(C)C)cc1
 : 19.9 | -7.0 | 3.8 | -3.6 | -164.2 | 26.1 | 38.1 | 27.0
CC(C)CNC(=O)COC(=O)CCC(=O)c1ccc(F)cc1
 : -5.0 | 3.9 | -8.6 | -3.3 | 6.9 | -0.7 | 15.3 | -11.2
Cc1ccc(S(=O)(=O)N2CCC(C(=O)NNS(=O)(=O)c3ccc(Cl)cc3)CC2)cc1
 : -17.8 | 4.2 | -4.9 | 4.6 | 0.1 | 3.4 | 23.4 | -3.6
O=c1cc(CS(=O)(=O)c2ccccc2)nc(-c2ccncc2)[nH]1
 : -29.1 | 2.0 | -4.9 | -2.1 | -1.0 | -6.2 | -21.1 | -1.0

# Other records follow:
Structure	APJ antag	Gli-Sufu block	ATG4B inh	APJ ag	UBC13 inh	CXCR6 block	CCR6 antagonist	EBI2 antag
CN(C)CCCNc1nc(N)c([N+](=O)[O-])c(NCCO)n1	-1.1	43.3	9.7	1.5	-5.8	9.0	-7.3	-12.4
COc1ccc(C(=O)C[n+]2cn(C(F)F)c3ccccc32)c(F)c1	-22.1	1.0	-3.8	4.4	-2.9	-0.4	-10.3	-2.1
CC1CCCCC12NC(=O)N(CC(=O)N1CCN(C(=O)c3cccs3)CC1)C2=O (stereo unspecified)	-8.4	-4.8	-2.2	-3.9	5.8	-9.1	0.0	-11.0
COc1ccc(CN2CCC(C(=O)N3CCCC(C)C3)CC2)cc1OC (stereo unspecified)	-9.9	6.4	-1.6	-2.3	-4.8	-3.4	6.3	-9.8
CCOc1ccc(NC(=O)CCN2CCN(c3ccccc3F)CC2)cc1	-2.7	5.3	-8.5	-4.1	12.2	-3.7	7.5	3.4
NS(=O)(=O)c1ccc(NC(=S)N2CCN(c3ccc(Cl)c(Cl)c3)CC2)cc1	-20.8	59.0*	5.5	4.1	5.3	-3.6	4.8	-1.8
Cc1ccc(NC(=O)c2ccc(Cn3cc([N+](=O)[O-])cn3)cc2)c(C)c1	21.1	9.4	2.0	-1.2	-3.4	1.0	6.2	-2.5
Cc1ccn2c(Nc3ccc4c(c3)OCO4)c(-c3ccc(O)cc3)nc2c1	-23.2	-2.4	-4.1	1.9	6.2	-2.8	-2.2	-5.3
O=C(O)C1CCCN1c1nc(C(F)(F)F)nc2ccccc12 (stereo unspecified)	3.2	13.2	-2.2	-3.1	-2.9	-10.3	8.1	-4.7
C=CCN(CC=C)CCCOc1ccc(C)cc1OC	1.2	-2.3	0.2	-2.1	-5.9	10.6	9.5	2.1
O=C(NC12CC3CC(CC(C3)C1)C2)c1cc([N+](=O)[O-])ccc1N1CCOCC1	1.1	2.4	-2.0	-2.6	-7.2	2.1	11.0	7.4
Cn1c(=O)c2c(nc(Sc3ccccc3N)n2C)n(C)c1=O	0.5	2.2	-4.1	0.5	3.8	-3.5	0.6	-11.0
COc1cc(/C=C/C(=O)O)cc(OC)c1	-34.1	5.6	1.4	3.4	1.8	3.4	8.2	-10.6
C(#Cc1c(-c2ccsc2)sc2ccccc12)c1ccsc1	-5.5	-16.3	9.7	-4.0	15.3	-21.8	18.1	-0.7
CCCCc1nc(SCC(=O)N2CCCCC2)c2c(=O)n(C)c(=O)n(C)c2n1	30.3	7.2	0.4	1.6	0.4	2.1	-1.4	-2.2
CCN(CCCNC(=O)C1CCN(S(=O)(=O)c2cnc[nH]2)CC1)c1ccccc1	12.6	-2.4	4.6	-3.6	-5.6	-11.1	11.2	-10.2
Cc1ccc(S(=O)(=O)NC2CCCCC2)cc1	2.0	-12.2	4.3	-2.6	6.8	-5.8	3.3	1.0
O=C(COC(=O)CCSc1ccccc1)NCc1ccccc1	-6.5	-5.2	1.9	-2.0	-6.9	-8.0	13.1	0.4
O=C(CCc1ccccc1Cl)Nc1cc(S(=O)(=O)N2CCOCC2)ccc1N1CCCC1	/	-1.6	-1.4	/	/	9.0	5.7	0.5
CC1(C)Cc2cccc(OCC(=O)OCC(=O)Nc3ccc(C(N)=O)cc3)c2O1	-49.1	0.2	4.2	-5.4	-5.4	-4.2	2.6	3.2
C/C(=N/NC(=O)CNC(=O)COc1ccccc1)c1ccc(Cl)cc1	17.7	-7.1	-8.1	0.5	3.8	-5.3	-4.9	2.3
CCn1c(SCC(=O)Nc2nc3ccccc3s2)nnc1-c1ccc(OC)cc1	4.6	5.2	-5.7	-0.5	-4.3	-1.7	0.8	10.8
O=C(CCCN1C(=O)C(c2ccccc2)Oc2cccnc21)NCc1ccccc1F (stereo unspecified)	28.3	3.9	7.5	-1.7	-2.9	-4.1	19.1	0.2
COc1ccc(CCNC(=O)CN2CCC(C(N)=O)CC2)cc1	16.0	3.1	-4.4	-1.2	7.9	3.9	4.8	-2.9
CCOc1ccc2c(C)cc(=O)oc2c1OCC	-25.6	-7.2	4.6	0.3	5.4	-6.3	-13.3	2.5
C/C(=N\OC(=O)c1cccc(Cl)c1)c1sc(C)nc1C	-23.6	-4.7	-3.0	2.6	3.1	-6.0	7.1	3.6

# Source: PubChem (Sanford-Burnham Center for Chemical Genomics)
